WRN helicase inh – WRN helicase (human) inhibition | WRN helicase unwinding, fluorescent forked duplex, kinetic | Potency, µM (top dose mostly 114 µM), for inactives: at the top dose activity change, negative = inhibition, most hits filed as inhibitors | 360,000 compounds, 0.46% hits | AID 651768; also: potency is read from the fitted curve at half-maximal effect; % is scaled to controls: 0 for no effect and ±100 for the full control effect; nearly all actives have a fitted effect of over 55% in size
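Kinetic fluorescence helicase assay: unwinding of a quenched forked DNA duplex (100 nM final) with 2 mM ATP final raises red fluorescence (525/598 nm). Compounds sat 15 min at room temperature with 20 nM WRN beforehand.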
EPAC1 agonist – agonists of human EPAC1; O95398; 360,000 compounds, 0.073% hits; Potency, µM (top dose mostly 154 µM), inactives show at the top dose activation, usual class: activators; EPAC1 agonist qHTS, biochemical assay; response scale: 100% = response to 6.5 mM cAMP; also: potency is read from the fitted curve at half-maximal effect; nearly all actives have a fitted effect of over 60% in size
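Compounds were pinned as a concentration titration into mixtures of EPAC1 (100 nM), BODIPY-GDP-loaded Rap1B (250 nM) and GDP (50 uM). After 5 min at room temperature, fluorescence was followed for 30 min; activity was scaled to 6.5 mM cAMP.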
PI5P4Ka inh – blocks human PI5P4K alpha kinase activity; P48426; max response, %; PI5P4Kalpha enzyme, ADP-Glo luminescence, 60 min; hits give low values; 330,000 compounds, 1.2% hits; active = max response of -50% or lower; inconclusive = between -30% and -50%; inactive = -30% or higher; also: value at the top dose of about 77 µM; % is scaled to controls: 0 for no effect and ±100 for the full control effect
Target sequence (P48426 whole entry, looked up): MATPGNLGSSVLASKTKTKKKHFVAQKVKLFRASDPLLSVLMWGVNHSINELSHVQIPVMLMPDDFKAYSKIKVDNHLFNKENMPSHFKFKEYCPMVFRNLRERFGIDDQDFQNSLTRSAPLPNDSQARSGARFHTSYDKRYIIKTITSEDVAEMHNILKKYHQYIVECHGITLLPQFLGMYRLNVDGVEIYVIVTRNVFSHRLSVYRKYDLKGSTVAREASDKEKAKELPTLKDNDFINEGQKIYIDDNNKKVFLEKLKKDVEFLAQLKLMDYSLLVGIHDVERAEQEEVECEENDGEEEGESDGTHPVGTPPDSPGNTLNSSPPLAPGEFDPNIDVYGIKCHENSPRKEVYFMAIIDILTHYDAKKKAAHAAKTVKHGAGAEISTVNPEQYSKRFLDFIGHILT
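Compounds were pin-transferred onto PI5P4Kalpha and substrate in HEPES pH 7.4 buffer with EGTA, CHAPS and 5% DMSO. ATP (5 microM final) started the reaction, which ran 60 minutes at room temperature before ADP-Glo detection.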
IL2 activator – activators of IL-2 | IL-2 activation reporter assay, cell-based qHTS; stimulated with anti-CD3/CD4/CD28 beads; in transgenic mouse T cells | activation, % (series mostly up to about 46 µM) | 360,000 compounds, 0.065% hits; in the data active = activation above about 50%; inconclusive = mostly about 30% to 49%; also: 0% is about no effect
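Unstimulated transgenic mouse T cells preincubated 60 min with compound, then stimulated with anti-CD3/anti-CD4-coated beads plus anti-CD28 for 18 h at 37 degrees C. IL-2 response read as EGFP and DsRed fluorescence by plate cytometry.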
FUS yeast rescue – FUS proteinopathy suppression in yeast; Potency, µM (top dose mostly 76.6 µM), for the others: at the highest dose growth rescue (activation), usual class: activators; S. cerevisiae FUS-expressing, growth rescue, OD600, 24 h; 390,000 compounds, 0.24% hits;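 also: potency is read from the fitted curve at half-maximal effect; plate controls were DMSO vehicle for no effect and reference control for full effect; nearly all actives have a fitted effect of over 55% in size; some results filed as inactive show a strong effect at the top dose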
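Cultures pregrown in 2.5% raffinose medium are shifted to minimal medium containing 2% galactose to express toxic FUS. Compounds are tested at several concentrations. After 24hr at 30C, growth is quantified at 600 nm absorbance.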
aSyn yeast inh – inhibitors of alpha-synuclein toxicity in yeast | Yeast expressing alpha-synuclein, growth rescue, BacTiter-Glo, 24 h | Potency, µM (titrated, usually from 46.1 µM), for the others: at the top dose growth rescue (activation), actives largely listed as activators | 370,000 compounds, 0.14% hits; also: potency is read from the fitted curve at half-maximal effect; % of control where 0% means no effect; nearly all actives have a fitted effect of over 65% in size
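Screening used galactose-induced yeast with toxic alpha-synuclein levels, exposed to compound for 24 hr at 30 deg C. Cell growth, read with BacTiter-Glo luminescence, gave the measured signal.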
Abeta yeast res – restores growth of yeast expressing A-beta42 peptide; AID 1347071; 410,000 compounds, 0.063% hits; Potency, µM (highest dose often 46.1 µM), for the others: at the highest dose growth rescue, most hits filed as activators; yeast expressing A-beta42, growth rescue, OD600, 48 h; response scale: 0% DMSO, 100% iron-clioquinol control; also: potency is read from the fitted curve at half-maximal effect; nearly all actives have a fitted effect of over 55% in size
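Growth rescue measured by 600 nm absorbance after 48 h yeast culture at 30 C with compound. Values normalized between DMSO and an equimolar ferric chloride plus clioquinol control.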
EPAC1 antagonist – antagonists of human EPAC1; 360,000 compounds, 0.14% hits; O95398; AID 720709; EPAC1 GEF assay, Rap1b-BODIPY-GDP exchange fluorescence; Potency, µM (top dose mostly 115 µM), without a hit: at the top dose activity change, negative = inhibition, most hits filed as inhibitors;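 also: potency is read from the fitted curve at half-maximal effect; plate controls were vehicle for no effect and positive control for full effect; nearly all actives have a fitted effect of over 50% in size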
PLK1 PBD inh – inhibitors of human PLK1 polo-box domain binding | Potency, µM, without a hit: max response, negative = inhibition, usual class: inhibitors | 360,000 compounds, 2.8% hits | Plk1 PBD binding of FITC phosphopeptide, fluorescence polarization | AID 720504 | P53350; also: potency is read from the fitted curve at half-maximal effect; series mostly up to about 57 µM; % is scaled to controls: 0 for no effect and ±100 for the full control effect; nearly all actives have a fitted effect of over 65% in size
Target sequence (P53350 whole entry, looked up, the tested form may be a part): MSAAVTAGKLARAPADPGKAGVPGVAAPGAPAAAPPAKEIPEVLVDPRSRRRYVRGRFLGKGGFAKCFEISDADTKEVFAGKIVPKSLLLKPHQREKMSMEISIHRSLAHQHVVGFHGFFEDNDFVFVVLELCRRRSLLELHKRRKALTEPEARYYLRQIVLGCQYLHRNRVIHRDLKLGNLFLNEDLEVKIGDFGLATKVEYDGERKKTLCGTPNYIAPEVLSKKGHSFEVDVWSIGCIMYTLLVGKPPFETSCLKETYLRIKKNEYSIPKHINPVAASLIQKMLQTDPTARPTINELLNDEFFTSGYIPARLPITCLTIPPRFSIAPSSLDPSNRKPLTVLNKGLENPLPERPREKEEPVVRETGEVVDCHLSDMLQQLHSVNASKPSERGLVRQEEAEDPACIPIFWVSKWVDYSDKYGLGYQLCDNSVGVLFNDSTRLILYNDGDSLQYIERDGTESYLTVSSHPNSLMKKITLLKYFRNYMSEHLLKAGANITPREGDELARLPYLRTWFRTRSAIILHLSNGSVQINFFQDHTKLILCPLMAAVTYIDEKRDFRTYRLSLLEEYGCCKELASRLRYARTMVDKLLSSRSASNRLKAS
The depositor's hits bear a star; ? = inconclusive; . = not tested or not shown; [ ] = another dose, or the depositor's remark. Unless noted, calls follow the shape of the dose curve; as a rule, active = well fitted curve in the direction sought with a large enough effect; inconclusive = small, poorly fitted or top-dose-only effect, or another doubt; inactive = no such curve, though single readings can be large; an effect the other way counts as inactive or inconclusive. Only part of the results is shown; rates above refer to the full screens.

SMILES	WRN helicase inh	EPAC1 agonist	PI5P4Ka inh	IL2 activator	FUS yeast rescue	aSyn yeast inh	Abeta yeast res	EPAC1 antagonist	PLK1 PBD inh
O=c1[nH]c(=O)n(Cc2ccccc2)c(O)c1/C=N/NCCO	-34%	11%	-4	0.5	12%	2%	6%	2%	-2%
CC1([N+](=O)[O-])COP(=O)(Nc2cccc(F)c2)OC1 (configuration not stated)	3%	7%	0	-1.1	.	13%	5%	-8%	4%
C=CCc1cccc(C=Nc2c[nH]c(=O)[nH]c2=O)c1O	11%	4%	-8	-0.1	5%	8%	6%	-12%	27µM*
CN(C)S(=O)(=O)c1cc(NC(=O)COC(=O)Cc2ccccc2)ccc1Cl	-22%	0%	-11	-0.6	.	-2%	26%	-21%	30µM*
CCCCc1cc(=O)oc2cc(OCC(=O)N3C[C@H]4C[C@@H](C3)c3cccc(=O)n3C4)c(Cl)cc12	-5%	-1%	-2	0.5	16%	-2%	-13%	-16%	-4%
N#Cc1c(/N=C/c2ccc(O)cc2O)sc2c1C1CCN2CC1	?	8%	-9	?	.	-1%	-3%	7%	57%[activator]
COc1ccc(C(=O)C(C)(C)NO)cc1	-33%[57.1 µM]	-8%	3	-1.4	-12%	?	?	-2%	-13%
Cc1ccc(OC(=O)N(C)C[C@@H]2OCc3cnnn3CCCC(=O)N([C@H](C)CO)C[C@H]2C)cc1	-6%	10%	12	0.8	-11%	1%	-5%	-17%	-12%
CCN(CC)P(=O)(c1n(CC)cc[n+]1CC)N(CC)CC	-12%	-8%	0	-0.4	10%	1%	-20%	13%	-12%
O=C(CCc1ccccc1)N1C[C@H]2C[C@@H](C1)c1cccc(=O)n1C2	-1%	-1%	-3	0.9	0%	2%	-4%	-1%	-5%
CC(C)n1c(O)c(C2c3cc(Cl)ccc3Oc3[nH]c(=O)n(C(C)C)c(=O)c32)c(=O)[nH]c1=O (configuration not stated)	35µM*	5%	?	-1.8	19%	-80%[inhibitor]	-94%[inhibitor]	-22%	1.3µM*
COC(=O)c1ccc(NC(=O)CSc2nc3ccc(N4C(=O)C5C6C=CC(C6)C5C4=O)cc3s2)cc1 (configuration not stated)	-11%	0%	-10	-2.7	?	1%	13%	-30%	-8%

Copied from the list:
CC(C)n1c(O)c(C2c3cc(Cl)ccc3Oc3[nH]c(=O)n(C(C)C)c(=O)c32)c(=O)[nH]c1=O (configuration not stated) | Abeta yeast res: -94%[inhibitor]
Cc1ccc(OC(=O)N(C)C[C@@H]2OCc3cnnn3CCCC(=O)N([C@H](C)CO)C[C@H]2C)cc1 | Abeta yeast res: -5%
C=CCc1cccc(C=Nc2c[nH]c(=O)[nH]c2=O)c1O | EPAC1 antagonist: -12%

New compounds follow:
SMILES	WRN helicase inh	EPAC1 agonist	PI5P4Ka inh	IL2 activator	FUS yeast rescue	aSyn yeast inh	Abeta yeast res	EPAC1 antagonist	PLK1 PBD inh
O=P1(NCc2ccco2)COc2ccccc2OC1	1%	-7%	.	0.4	13%	2%	23%	15%	0%
CC(C)(OOC1(c2ccccc2)NC(=O)c2ccccc21)c1ccccc1 (configuration not stated)	-2%	-8%	-10	0.6	?	14%	-9%	-16%	-3%
CN1CCC(O)(c2ccccc2)C(C(=O)c2ccccc2)C1 (configuration not stated)	-13%[57.1 µM]	-6%	-1	-4.6	-15%	-7%	0%	2%	?
CCOC(=O)N(C)c1ccc(C(O)(C(=O)OC)C(F)(F)F)cc1 (configuration not stated)	7%	-5%	-1	0.6	-12%	-11%	20%	-2%	-1%
NC(Cc1ccc(C(F)(F)F)cc1)c1csc(Nc2nncc3ccccc23)n1 (configuration not stated)	-10%	-5%	-25	-0.8	?	-54%[inhibitor]	-13%	-17%	1%
COc1ccc(NC(=O)CN2CC=C(c3ccccc3)CC2)cc1S(=O)(=O)N1CCOCC1	?	12%	0	-2.9	33%	-2%	14%	-9%	-10%
CC1CC(OC(=O)c2ccccc2)CC(C)N1C (configuration not stated)	12%	-4%	-6	-0.3	.	1%	9%	7%	2%
C=C1C(=O)[C@@]23C[C@H]4[C@@H]5[C@@]6(C)CCC[C@@]57[C@@H]2[C@@H](O)[C@@H]1C[C@H]3[C@H]7N4C6	-13%	-1%	-16	-0.8	-12%	-7%	0%	-10%	-9%
O=[N+]([O-])c1cc(F)c(N2CCCC2)cc1Br	15%	14%	0	-0.3	-4%	16%	12%	13%	-10%
CS(=O)(=O)c1ccc(C2=C(CNC(=O)c3ccncc3)[C@H]3CC[C@@H](C2)N3Cc2ccco2)cc1	4%	1%	-3	-0.7	-10%	0%	6%	2%	-6%
CN1C(=O)N(C)C(=O)C2(Cc3c(nc4ccccn4c3=O)N3CCc4ccccc4C32)C1=O (configuration not stated)	5%	-2%	-4	0.7	11%	19%	-8%	-19%	17µM*
Cc1ccc(-c2nc3ccccc3c(=O)n2-c2cccnc2)cc1	-5%	-4%	-5	0.7	.	3%	-15%	2%	-3%

Part of the list above in order of SMILES length, lowest first:
SMILES	WRN helicase inh	EPAC1 agonist	PI5P4Ka inh	IL2 activator	FUS yeast rescue	aSyn yeast inh	Abeta yeast res	EPAC1 antagonist	PLK1 PBD inh
CCN(CC)P(=O)(c1n(CC)cc[n+]1CC)N(CC)CC	-12%	-8%	0	-0.4	10%	1%	-20%	13%	-12%
CC1([N+](=O)[O-])COP(=O)(Nc2cccc(F)c2)OC1 (configuration not stated)	3%	7%	0	-1.1	.	13%	5%	-8%	4%
CC(C)n1c(O)c(C2c3cc(Cl)ccc3Oc3[nH]c(=O)n(C(C)C)c(=O)c32)c(=O)[nH]c1=O (configuration not stated)	35µM*	5%	?	-1.8	19%	-80%[inhibitor]	-94%[inhibitor]	-22%	1.3µM*

An excerpt of these results, with bars between the fields.
Compound | WRN helicase inh | EPAC1 agonist | PI5P4Ka inh | IL2 activator | FUS yeast rescue | aSyn yeast inh | Abeta yeast res | EPAC1 antagonist | PLK1 PBD inh
CS(=O)(=O)c1ccc(C2=C(CNC(=O)c3ccncc3)[C@H]3CC[C@@H](C2)N3Cc2ccco2)cc1 | 4% | 1% | -3 | -0.7 | -10% | 0% | 6% | 2% | -6%
O=[N+]([O-])c1cc(F)c(N2CCCC2)cc1Br | 15% | 14% | 0 | -0.3 | -4% | 16% | 12% | 13% | -10%

Carrying on.
SMILES	WRN helicase inh	EPAC1 agonist	PI5P4Ka inh	IL2 activator	FUS yeast rescue	aSyn yeast inh	Abeta yeast res	EPAC1 antagonist	PLK1 PBD inh
CCOP(=O)(OCC)c1cccc(O)c1	-3%	3%	0	3.1	-13%	5%	2%	13%	-6%
Cc1ccccc1NC1=NCCCS1	7%	5%	2	0.1	-26%	-4%	0%	0%	-7%
CN1CCN(Cc2ccccc2Sc2ccccc2)CC1	-7%	5%	2	-3.7	.	3%	14%	-4%	-3%
Cc1cccc(-c2nc3ccc(C(=O)N4CCC5(CC4)OCCO5)cc3nc2-c2cccc(C)c2)c1	-9%	1%	15	-3.1	?	-2%	0%	-12%	-7%
Cc1c(N=Nc2c(O)[nH]c(=S)[nH]c2=O)c(=O)n(-c2ccccc2)n1C	-12%	1%	-12	-3.0	11%	-3%	-21%	-27%	-18%
Cc1nc2nc(C)c(CCC(=O)N3CCC4(CC3)OCCO4)c(C)n2n1	8%	13%	.	-0.1	20%	3%	-23%	-4%	-6%
O=S(=O)(NC1CCCCC1)OCC(Cl)(Cl)Cl	1%	-11%	2	1.9	-8%	1%	-6%	5%	0%
COc1ccc(OC(=O)N(C)C[C@H]2OCc3cnnn3CCCC(=O)N([C@H](C)CO)C[C@H]2C)cc1	1%	-23%	3	-1.3	7%	5%	3%	3%	-6%
Cc1cc(/C=C2\C(=O)NC(=O)N(Cc3ccccc3Cl)C2=O)c(C)n1-c1ccc(C(=O)O)cc1	56µM*	20%	-52*	-5.0	15%	0%	-16%	?	11µM*
Cc1ccc2c(c1)[C@@H]1CN(C)CC[C@@H]1N2C(=O)Nc1cccc(C(F)(F)F)c1	0%	-1%	.	-2.3	10%	-12%	0%	20%	-6%
COC(=O)C1=C(c2c(C)noc2C)C[C@@H]2CC[C@H]1N2C(=O)NC1Cc2ccccc2C1	15%	5%	-4	-0.7	6%	-9%	-2%	-9%	-1%
O=P1(Oc2ccccc2)C[C@@H](O)[C@@H](O)[C@H](COCc2ccccc2)O1 (some centres not stated)	0%	-6%	-1	-0.1	-20%	-3%	-1%	8%	1%
O=C(COc1ccc2ccccc2c1)N1CCN(C2CCN(Cc3ccccc3)CC2)CC1	5%	-1%	12	-1.7	15%	1%	10%	-15%	-12%
COc1ccccc1N1CCN(Cc2ccc3c(c2)OCO3)CC1	-7%	10%	5	-1.1	1%	-1%	7%	0%	4%
CCOC(=O)c1c(C)n(Cc2ccc(F)cc2)c2ccc(O)cc12	-5%	11%	-1	-0.2	-1%	-2%	25%	-5%	-14%
N#Cc1ccc(NC(=O)CN2CCN(C(=O)c3cccs3)CC2)cc1Cl	-3%	-4%	2	-2.3	1%	1%	-8%	8%	-2%
CCn1c(P(C)(=O)O)nc2cc(NC(=O)c3ccccc3F)ccc21	3%	0%	2	-1.8	9%	-11%	-11%	15%	2%
CCn1c(C)c(C(=O)NCCc2ccccc2)c2cc(OC)ccc21	-4%	0%	-6	-2.2	35%	4%	11%	-20%	1%
COC(=O)c1ccc(C(C(=O)NC2CCCCC2)N(CCN2CCOCC2)C(=O)Cc2cccs2)cc1 (configuration not stated)	2%	4%	4	-4.4	26%	-5%	-3%	-24%	-11%
O=C(NCC1=C(c2ccc3ccccc3c2)C[C@@H]2CC[C@H]1N2Cc1ccco1)c1ccncc1	-2%	6%	-1	-1.4	-6%	3%	-15%	7%	-15%
CCOC(=O)C1=C(N)OC2=C(C(=O)CC(C)(C)C2)C12C(=O)Nc1ccccc12 (configuration not stated)	2%[57.1 µM]	3%	.	-1.1	-5%	0%	3%	0%	0%
CC(C)CCNC(=O)c1c(N)n(Cc2ccc3c(c2)OCO3)c2nc3ccccc3nc12	5%	6%	.	3.5	20%	-1%	1%	-8%	1%
N#CCCn1cc(C(=O)Nc2ccc(F)cc2)c(-c2ccccc2)n1	5%	2%	0	0.5	-5%	0%	-7%	-9%	-9%

Compound activity as filed in PubChem.
